mec2-1 – NCI yeast anticancer drug screen, S. cerevisiae mec2-1 strain; AID 157, 2004; 9% of 79,000 active; growth inhibition, % at 50 µM;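 also: 0% = growth of vehicle-only cultures of the same strain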
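Compounds were applied to mec2-1 yeast cells. Their growth was then compared with that of vehicle-treated cultures to give growth inhibition.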
yeast cln2 rad14 – NCI yeast anticancer drug screen, S. cerevisiae cln2 rad14 strain; % growth inhibition at 50 µM; 8.3% of 78,000 active;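 also: 0% = growth of vehicle-only cultures of the same strain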
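Compounds are applied to the cln2 rad14 yeast strain, and growth is then compared with that of vehicle-treated cultures to give inhibition.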
yeast rad50 – NCI yeast anticancer drug screen, S. cerevisiae rad50 strain; growth inhibition, % at 50 µM; 10% of 79,000 active; AID 155, 2004;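 also: 0% = growth of vehicle-only cultures of the same strain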
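Compounds were tested on a yeast strain with an engineered DNA damage repair alteration; the reported value is growth inhibition normalised to vehicle treatment.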
mlh1 rad18 – NCI yeast anticancer drug screen, S. cerevisiae mlh1 rad18 strain; % growth inhibition at 50 µM; 11% of 79,000 active; AID 175, 2004;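 also: 0% = growth of vehicle-only cultures of the same strain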
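Vehicle-treated cultures served as the reference for growth inhibition in a yeast strain carrying DNA damage repair alterations exposed to each compound.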
yeast sgs1 mgt1 – NCI yeast anticancer drug screen, S. cerevisiae sgs1 mgt1 strain; % growth inhibition at 50 µM; 10% of 78,000 active;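 also: 0% = growth of vehicle-only cultures of the same strain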
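Mutant yeast exposed to compound; growth scored against vehicle-only wells.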
yeast bub3 – NCI yeast anticancer drug screen, S. cerevisiae bub3 mutant strain. % growth inhibition at 50 µM. 9.9% of 78,000 active. AID 167, 2004;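 also: 0% = growth of vehicle-only cultures of the same strain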
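Yeast carrying a defined mutation is treated with each compound, and growth is compared with that of vehicle-exposed cells to give inhibition.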
* hit, by the source's call; nt = no result given; & = joins results of further samples. Rule as the data show it: active = growth inhibition above about 70%; inactive = the rest.

The opening 2 compounds as a preview:
Second line of a record – mec2-1	yeast cln2 rad14	yeast rad50	mlh1 rad18	yeast sgs1 mgt1	yeast bub3
CC(C)NC(=O)OCc1c(COC(=O)NC(C)C)c(-c2ccc(Cl)c(Cl)c2)n2c1CCC2
    48	3	59	69	23	17
O=[N+]([O-])c1ccccc1S(=O)(=O)NC1c2ccccc2Oc2ccccc21
    28	3	32	44	19	-1

The whole of this part, repeating the preview:
Second line of a record – mec2-1	yeast cln2 rad14	yeast rad50	mlh1 rad18	yeast sgs1 mgt1	yeast bub3
CC(C)NC(=O)OCc1c(COC(=O)NC(C)C)c(-c2ccc(Cl)c(Cl)c2)n2c1CCC2
    48	3	59	69	23	17
O=[N+]([O-])c1ccccc1S(=O)(=O)NC1c2ccccc2Oc2ccccc21
    28	3	32	44	19	-1
CC1OC(OC2C(O)CC(OC3C(O)CC(OC4CCC5(C)C(CCC6C5CCC5(C)C(C7=CC(=O)OC7)CCC65O)C4)OC3C)OC2C)CC(O)C1O (centres undefined)
    2	17	8	27	-18	7
COC(=O)C(C)(OC)SC (centres undefined)
    -18	-26	-19	-13	-29	-28
O=C(/C=C\c1ccc2c(c1)OCO2)/C=C/c1ccc2c(c1)OCO2
    22	-31	12	14	0	6
C/C(=N/OC(=O)c1cccc2c(=O)c3ccccc3[nH]c12)[C@H]1CC[C@H]2[C@@H]3CCC4=C/C(=N/OC(=O)c5cccc6c(=O)c7ccccc7[nH]c56)CC[C@]4(C)[C@H]3CC[C@]12C
    38	28	29	36	66	49
CCOC(=O)CN=NNc1ccc([N+](=O)[O-])cc1
    9	-42	10	8	-4	21
C=CCC(OS(=O)(=O)C(F)(F)F)C(=O)OC1CC(C)CCC1C(C)(C)c1ccccc1 (centres undefined)
    0	-6	-2	3	-4	-38
CCOC(=O)N/N=C/c1ccc(N(C)CCC#N)cc1
    -27	6	-12	-4	55	1
COc1cc(C=O)ccc1OC(=O)Nc1cccc(C(C)=O)c1
    24	8	5	-19	16	19
NC(=O)C1C2CC3C(NC(=O)C31)C2O (centres undefined)
    -6	-1	-2	-16	-23	-10
COc1ccc(C2N(C(C#N)c3ccccc3OC)CCCN2C(C#N)c2ccccc2OC)c(OC)c1 (centres undefined)
    18	25	57	42	30	-3
NS(=O)(=O)c1ncc(C(=O)N2CCN(Cc3ccccc3)CC2)[nH]1
    -8	-12	-6	7	7	1
CC/C(=N/Nc1ccc([N+](=O)[O-])cc1[N+](=O)[O-])c1ccccc1
    17	-7	6	-8	4	13
Clc1cccc(-c2nnc(-c3cccc(Cl)c3)o2)c1
    0	-10	10	-4	-8	7
CC(=N\NS(=O)(=O)c1ccc(C)cc1)/C(C)=N/NS(=O)(=O)c1ccc(C)cc1
    -2	1	25	-8	13	1
CC(=O)Nc1ccc(OC(=O)Nc2ccc(C)c(NC(=O)Oc3ccc(NC(C)=O)cc3)c2)cc1
    -7	24	6	7	6	17
O=[N+]([O-])c1ccc(C[n+]2ccccc2)cc1
    -4&13	16&-16	32&-1	14&-18	-1&-4	-3&-7
COP(=O)(OC)c1ccc(NCc2cc(O)ccc2O)cc1
    -9	18	13	12	31	20
C=C(C)C(C)/C(C)=N/NC(N)=O (centres undefined) (tested in a mixture with another compound)
    3	10	7	-16	-6	11

Given as labelled records: 4 of the compounds above
NC(=O)C1C2CC3C(NC(=O)C31)C2O (centres undefined)
  mec2-1: -6
  yeast cln2 rad14: -1
  yeast rad50: -2
  mlh1 rad18: -16
  yeast sgs1 mgt1: -23
  yeast bub3: -10

NS(=O)(=O)c1ncc(C(=O)N2CCN(Cc3ccccc3)CC2)[nH]1
  mec2-1: -8
  yeast cln2 rad14: -12
  yeast rad50: -6
  mlh1 rad18: 7
  yeast sgs1 mgt1: 7
  yeast bub3: 1

Clc1cccc(-c2nnc(-c3cccc(Cl)c3)o2)c1
  mec2-1: 0
  yeast cln2 rad14: -10
  yeast rad50: 10
  mlh1 rad18: -4
  yeast sgs1 mgt1: -8
  yeast bub3: 7

CC(C)NC(=O)OCc1c(COC(=O)NC(C)C)c(-c2ccc(Cl)c(Cl)c2)n2c1CCC2
  mec2-1: 48
  yeast cln2 rad14: 3
  yeast rad50: 59
  mlh1 rad18: 69
  yeast sgs1 mgt1: 23
  yeast bub3: 17

Following part:
Second line of a record – mec2-1	yeast cln2 rad14	yeast rad50	mlh1 rad18	yeast sgs1 mgt1	yeast bub3
O=C(/C=N/O)Nc1ccc([N+](=O)[O-])cc1
    13	6	20	26	19	27
COc1ccc(CCl)cc1C(=O)O
    1	nt	-4	10	nt	nt
CCCCN1C(=O)N(c2ccc(OCC)cc2)C2N(CCCC)C1C(C)(C)C2(C)C (centres undefined)
    20	21	50	54	65	28
CC(C)(CC#N)c1cc(CC(C)(C)c2cc(CC(C)(C)c3cc(C(C)(C)C4(C)OCCO4)no3)no2)no1
    -28	1	-15	3	-25	-24
Cn1c(=O)c2c(no[n+]2[O-])c2ccccc21
    16	14	18	22	8	21
COc1ccc(Cl)[n+]([O-])n1
    -4	1	-20	-30	-2	-10
CC1(N2CCOCC2)CC2C(=[N+]1[O-])CCC/C2=N/O (centres undefined)
    -56	-22	-22	-30	-14	-17
CN(CO)N=Nc1ccc(C(F)(F)F)cc1
    -1	-14	-6	20	-10	13
Cc1cc(C)c(N2C(=O)C=CC2=O)c(C)c1
    100*	99*	100*	99*	99*	99*
CC1COC(Cc2ccccc2)O1 (centres undefined)
    7	16	18	-7	13	9
CCCCOC(=O)COCC(=O)OC(C)C(=O)OCCCC (centres undefined)
    13	-22	-21	4	7	20
C=CCOC(=O)N(CCCC)CCCC
    6	-33	-3	8	-18	6
CC1(c2ccc3ccccc3c2)C(C#N)(C#N)C1(C#N)C#N
    92*	83*	91*	88*	88*	91*
c1ccc2c(c1)C(=C1c3ccccc3-c3ccccc31)c1ccccc1-2
    -18	-35	-6	-2	0	7
C1=NC2c3ccccc3Cc3cccc1c32 (centres undefined)
    96*	94*	95*	94*	95*	93*
Cc1cc(N)c2c(c1O)C(=O)c1ccccc1C2=O
    7	25	8	18	-1	21
Cc1ccc(Nc2nc(-c3ccc(-c4ccc([N+](=O)[O-])cc4)o3)cs2)cc1
    20	32	20	44	32	29
Cc1ccc(N=CN(C)C)c(Cl)c1
    1	-17	-4	-23	5	-7
CCCCN(CCCC)CCNC(c1ccc(Cl)cc1)c1ccc(OC)cc1 (centres undefined)
    4	-8	14	33	4	8
CC(=O)OCC(=O)[C@@]1(O)CC[C@H]2[C@@H]3C[C@@H](C)[C@@]4(O)CC5(CC[C@]4(C)[C@H]3[C@@H](O)C[C@@]21C)OCC(C)(C)CO5
    16	29	0	-11	27	-6
Oc1cc2c(cc1C(c1ccc(F)cc1)N1CCN(C(c3ccc(F)cc3)c3cc4c(cc3O)OCO4)CC1)OCO2 (centres undefined)
    5	16	31	23	24	-3
O=C1Nc2cc(F)ccc2C1=O
    15	11	16	19	8	20
NC1=NN(c2ccccc2)C(=O)/C1=C\n1c(=S)[nH]c2ccccc21
    -20	-16	-22	-27	-40	-25
CCc1ccc(NS(=O)(=O)c2ccccc2)c([N+](=O)[O-])c1
    55	47	37	78*	71*	54
COc1ccc(CCNC(=S)NCCc2ccc(OC)cc2)cc1
    13	-28	12	-21	-1	-7
CCCCCCCCCCCCCCCCCc1c(Cl)c(Cl)c(Cl)c(Cl)c1Cl
    -4	-45	47	-7	26	-3
O=C(O)c1n[nH]nc1Cl
    1	-4	-6	19	5	-6
NNC(=Nc1ccccc1)SCc1ccccc1
    0	8	3	-31	23	20
Cc1csc(-n2nc(C)cc2C)n1
    -23	7	-5	-6	-37	-31
c1ccc2[nH]ccc2c1
    14	-34	46	27	20	27
Cc1ccc2nc(CC(=O)c3ccccc3)c(CC(=O)c3ccccc3)nc2c1
    -17	24	1	-3	2	0
C[n+]1c(/C=C/c2ccc(N3CCCC3)cc2)sc2ccccc21
    99*	99*	99*	99*	98*	98*
Cc1cc2c(C(C)C)c(O)c(O)c(C=Nc3ccccc3O)c2c(O)c1-c1c(C)cc2c(C(C)C)c(O)c(O)c(C=Nc3ccccc3O)c2c1O
    -9	-23	-25	-26	-21	-10
C[n+]1c(C2(O)CCCCCCCCCCC2)sc2ccccc21
    10	-11	4	34	2	1
CC(=O)Nc1ccc(/C=C(\C#N)c2ccc(C)cc2)cc1
    19	19	28	25	25	64
COc1ccc(-c2oc3cc(OC)c(OC)c(O)c3c(=O)c2OC)cc1
    0	9	7	-57	3	14
CN(Cc1ccccc1)c1ccccc1
    -14	-23	-31	17	-9	-8
CCOCc1ccc(C(=O)NCCCc2c(C)nc(N)[nH]c2=O)cc1
    9	-5	0	27	27	39
CC(C)(CO)NCC(C)(C)NC(Cc1ccccc1Cl)c1ccccc1 (centres undefined)
    14	31	-2	37	0	13
Cc1cccc(-c2cc(=O)c3cc(C)c(C)c(C(=O)O)c3o2)c1
    5	21	8	19	17	-15
ClCC(Cl)(Br)CBr (centres undefined)
    -7	4	-23	-10	12	-4
N#CC(Nc1ccccc1)C1CC1c1ccccc1 (centres undefined)
    19	-28	1	-6	5	-10
N#Cc1sc2c(c1OC(=O)c1cccs1)c(=O)n(-c1ccccc1)c(=S)n2-c1ccccc1
    10	-6	3	15	17	26
O=C1C=CC(=NN=c2c3ccccc3oc3ccccc23)C=C1
    -3	-21	-11	0	4	13
O=C(NCCBr)Nc1cccc2ccccc12
    -10	-44	-9	-8	6	5
Cc1cc(N(CCOS(C)(=O)=O)CCOS(C)(=O)=O)ccc1C=Nc1ccc(-c2csc(-c3ccc(Br)cc3)n2)cc1
    94*	89*	96*	97*	82*	77*
NC(=O)N/N=C1/C=C2CCCCC2CC1 (centres undefined)
    0	11	7	10	-1	-16
Cc1ccc(N=C=O)cc1[N+](=O)[O-]
    -54	-3	-24	-18	-25	-45
O=C1CCSSCCC(=O)NCCN1
    -3&9	14&-2	-6&8	0&16	6&-6	29&7
O=C1OC(c2ccccc2)C(c2ccccc2)=C1c1ccccc1 (centres undefined)
    -3	-29	-6	4	7	9
O=C(O)c1cncc(C(=O)O)c1
    -13	-8	-37	-25	-15	-48
OC1CCCCC1O (centres undefined)
    -19	-36	-10	4	-5	-12
O=c1oc2ccccc2c2c1cnn2-c1ccccc1
    -4	-6	-13	-4	-8	-22
O=S(=O)(c1ccc(O)cc1)c1ccc(I)cc1
    31	-13	3	14	45	33
CC(=O)Oc1c(C(=O)O)cccc1-c1ccccc1
    -7	-16	-13	5	10	30
O=C(Cc1nc2ccc([N+](=O)[O-])cc2[nH]c1=O)C(=O)Nc1ccccc1[N+](=O)[O-]
    9	12	26	6	11	16
O=C(O)CN(CCCCN(CC(=O)O)CC(=O)O)CC(=O)O
    -16	-66	-7	-21	9	16
CNC(=S)NC
    11	-51	12	-14	13	0
COC1OC(CO)C(O)C(OC(=O)c2cc(O)c(O)c(O)c2)C1OC(=O)c1cc(O)c(O)c(O)c1 (centres undefined)
    -7	36	7	-10	-2	37
CC(=O)NC(c1ccccc1)(c1ccccc1)C(F)(F)F
    -26	14	15	-9	6	17

The list continues.
Second line of a record – mec2-1	yeast cln2 rad14	yeast rad50	mlh1 rad18	yeast sgs1 mgt1	yeast bub3
CCOC(=O)C1C(=O)CC(O)(c2ccccc2)C(C(=O)OCC)C1c1ccc(OC)cc1 (centres undefined)
    -13	-31	-18	-4	-7	7
O=C(Nc1cccc(C(F)(F)F)c1)C(O)C(O)C(O)C(O)CO (centres undefined)
    0	11	-12	8	19	4
Cn1ncc2cc3c(Nc4ccc(Cl)cc4)cccc3nc21
    9	-6	60	2	-10	45
S=C(NNC1=NCCCN1)Nc1ccccc1
    -25	-14	-78	-19	-45	-25
CCN(c1ccccc1)c1nsc(Cl)n1
    -11	-9	-3	-16	-16	8
CS(=O)(=O)OCC(O)C(O)C(OS(C)(=O)=O)C(O)COS(C)(=O)=O (centres undefined)
    2	21	7	7	-8	-9
CSCCC(NC(C)=O)C(C)=O (centres undefined)
    -9	-21	6	8	-4	-7
CCOC(=O)c1c2ccc(/C=C/C(=O)OC)ccc-2c(C(=O)OCC)c1N
    -24	-23	-24	-4	-23	-38
O=C1NCCS(=O)(=O)N2CCC[C@@H]12
    -20	21	54	-15	5	-20
CCOC(=O)C12CCCCC1=CC1(CC2)SCCS1 (centres undefined)
    -10	-1	0	-16	-30	5
C=CC1CC2C=CC1C2 (centres undefined) (tested in a mixture with another compound)
    -8	-11	-13	-6	-19	13
C/C(=N\Nc1ccc([N+](=O)[O-])cc1[N+](=O)[O-])c1ccc(Br)cc1
    -2	-13	-9	3	2	9
CC1(c2cccs2)C(=O)NC(=O)N1C(=O)CCl (centres undefined)
    5	-3	7	6	-7	9
Cc1cc(S(=O)(=O)O)ccc1Br
    -13	-23	1	7	3	-2
